Compound activity (PubChem)
HTR5A inv ag: HTR5A inverse agonists in luminescence cell assay, primary screen, counter-screen for OPRM1-OPRD1 heterodimer inverse agonist project, full-deck HTS | 5-hydroxytryptamine receptor 5A (Homo sapiens), P47898 | HTR5A cell line, inverse agonism | inhibition, % at 9.3 µM | 340,000 compounds, 0.083% hits | AID 504634, 2011; in the data active = inhibition mostly above about 23%, no sharp cut-off; inactive = mostly below about 18%;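 also: 0% = cells with DMSO and 100% = no-cell wells with DMSO; some compounds called inactive have numbers as strong as hits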
AddAB inh: growth inhibition of E. coli expressing H. pylori AddAB, primary screen, AddAB inhibitor project, absorbance | inhibition, % at 11.9 µM | 330,000 compounds, 0.29% hits; in the data active = inhibition above about 12%;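 also: 0% = vehicle wells of infected cells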
DAGLB inh: DAGLB lipase inhibitors, primary screen, biochemical, fluorescence, HTS; HEK293T DAGLB membrane lysate, EnzChek fluorogenic substrate; AID 504411, 2011; inhibition, % at 5.17 µM; Diacylglycerol lipase-beta (Homo sapiens), Q8NCG7; 340,000 compounds, 0.059% hits; in the data active = inhibition above about 34%;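 also: 0% = enzyme with vehicle and 100% = wells lacking enzyme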
Target sequence (Q8NCG7 whole entry, looked up): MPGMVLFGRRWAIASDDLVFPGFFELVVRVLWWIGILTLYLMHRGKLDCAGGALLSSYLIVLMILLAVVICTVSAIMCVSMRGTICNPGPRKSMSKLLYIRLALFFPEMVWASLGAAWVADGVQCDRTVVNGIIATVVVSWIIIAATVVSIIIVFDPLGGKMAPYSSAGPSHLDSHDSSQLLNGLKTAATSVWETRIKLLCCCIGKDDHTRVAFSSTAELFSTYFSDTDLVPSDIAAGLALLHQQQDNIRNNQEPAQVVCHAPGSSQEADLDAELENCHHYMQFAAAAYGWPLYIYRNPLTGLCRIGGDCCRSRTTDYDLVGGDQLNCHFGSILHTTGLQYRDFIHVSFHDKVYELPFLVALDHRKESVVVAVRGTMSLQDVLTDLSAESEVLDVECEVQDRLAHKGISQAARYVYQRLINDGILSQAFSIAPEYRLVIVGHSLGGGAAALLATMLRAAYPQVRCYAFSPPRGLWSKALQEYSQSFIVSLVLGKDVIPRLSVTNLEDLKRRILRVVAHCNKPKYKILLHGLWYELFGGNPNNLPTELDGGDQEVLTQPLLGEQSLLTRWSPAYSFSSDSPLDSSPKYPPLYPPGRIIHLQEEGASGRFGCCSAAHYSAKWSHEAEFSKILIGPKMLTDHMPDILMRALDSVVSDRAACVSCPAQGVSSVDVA
PKA-R2B activ: activators of PKA-R2B holoenzyme, primary screen, biochemical, fluorescence polarization, Cy5-IP20, human; cAMP-dependent protein kinase catalytic subunit beta (Homo sapiens) + cAMP-dependent …; PKA-R2B holoenzyme dissociation; R2B truncated from residue 108, S112A mutant; 0% DMSO only, 100% 113 µM cGMP; activation, % at 11.4 µM; 340,000 compounds, 0.079% hits; AID 504700, 2011;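 active = activation above a cutoff set at the mean over all compounds plus 3 SD, cut at about 18% in these data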;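 also: higher means more holoenzyme dissociation and a rise in polarization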
Target sequence (P31323 whole entry, looked up, other chains not shown, the tested form may be a part): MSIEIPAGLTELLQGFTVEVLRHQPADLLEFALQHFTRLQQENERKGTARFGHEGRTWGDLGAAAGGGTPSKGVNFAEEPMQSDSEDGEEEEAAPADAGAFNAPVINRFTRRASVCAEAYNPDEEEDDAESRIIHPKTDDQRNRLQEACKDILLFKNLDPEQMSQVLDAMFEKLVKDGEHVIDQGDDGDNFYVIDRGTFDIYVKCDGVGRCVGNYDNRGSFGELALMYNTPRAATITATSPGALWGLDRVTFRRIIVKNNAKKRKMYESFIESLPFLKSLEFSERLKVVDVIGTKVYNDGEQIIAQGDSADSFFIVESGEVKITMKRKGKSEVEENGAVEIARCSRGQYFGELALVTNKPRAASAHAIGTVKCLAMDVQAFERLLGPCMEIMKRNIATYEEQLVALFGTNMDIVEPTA
phage Ecoli inh: growth loss of phage-infected E. coli, primary screen, RecBCD inhibitor project, absorbance, with phage, HTS. inhibition, % at 11.9 µM. 360,000 compounds, 0.26% hits; in the data active = inhibition above about 11%
SUMO Mot1 rescue: yeast Mot1-301 growth rescue at high temperature, primary screen, SUMOylation pathway inhibitor project, S. cerevisiae, ATP luminescence, 38.5C. growth rescue, % at 18.8 µM. S. cerevisiae Mot1-301 growth rescue; percent above DMSO median, 100 means doubled. 320,000 compounds, 1% hits;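 active = every valid replicate shows activation above 250% relative to neutral control wells; inactive = the rest, any valid replicate at or below 250%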;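 also: OY570 slx delta 5 strain wells were the positive control but not used for scaling; some compounds called inactive have numbers as strong as hits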
Tat transport: E. coli Tat export inhibitors, primary screen, MC4100, TorA-mCherry reporter, fluorescence, single point; inhibition, % at 10 µM; AID 488895, 2010; 340,000 compounds, 0.036% hits;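 active = mean replicate inhibition at least 50% and at least half of replicates individually reaching 50%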;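 also: exported cargo escapes ClpAP degradation while cytoplasmic cargo is degraded and loses fluorescence; 0% = median of neutral control wells and 100% = median of NaSCN control wells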
HTR5A ag ctr: HTR5A agonists in luminescence cell assay, primary screen, counter-screen for OPRM1-OPRD1 heterodimer agonist project, full-deck HTS | 340,000 compounds, 0.61% hits | cell-based | activation, % at 9.3 µM; in the data active = activation mostly above about 9.5%, no sharp cut-off; inactive = mostly below about 7.6%;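 also: 0% = cells with vehicle only and 100% = reference agonist; strong numbers were not always called active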
E coli growth: E. coli V3065 growth inhibition, primary screen, counter-screen for AddAB inhibitor project, absorbance, OD600 | inhibition, % at 11.9 µM | AID 449728, 2010 | 330,000 compounds, 0.27% hits | 18 h;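 active = inhibition above the campaign's mean inhibition across all tested compounds plus 3 SD, cut at about 9.9% in these data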;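 also: uninfected addAB+ strain grown without phage in ampicillin broth; 0% = DMSO wells and 100% = ciprofloxacin 0.95 µg/ml wells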
CDK5 inh: inhibitors of human CDK5/p35 kinase, primary screen, biochemical, single concentration. Recombinant CDK5/p35, ADP-Glo luminescence, 60 min. Cyclin-dependent kinase 5 (Homo sapiens) + Cyclin-dependent kinase 5 activator 1 (Homo …. inhibition, % at 10 µM. 330,000 compounds, 0.01% hits. AID 488839, 2010;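 active = highest replicate inhibition of at least 50% and at least 75% of replicates reaching 50%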;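 also: plate controls were DMSO neutral control for no effect and GW8510 at 10 µM for full effect; many of its hits are not listed in these tables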
PKA-R1A activ: activators of PKA-R1A holoenzyme, primary screen, biochemical, fluorescence polarization, Cy5-IP20, bovine R1A, mouse PKAc | cAMP-dependent protein kinase type I-alpha regulatory subunit (Bos taurus) + … | PKA-R1A dissociation; scaled: DMSO 0%, 113 µM cGMP 100% | activation, % at 11.4 µM | 340,000 compounds, 0.083% hits;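 active = percent activation above the mean of all tested compounds plus 3 SD, cut at about 19% in these data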;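 also: higher means more PKAc released from R1A so a rise in polarization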
* hit, by the source's call; / = no result given.

SMILES	HTR5A inv ag	AddAB inh	DAGLB inh	PKA-R2B activ	phage Ecoli inh	SUMO Mot1 rescue	Tat transport	HTR5A ag ctr	E coli growth	CDK5 inh	PKA-R1A activ
Cc1nn(CC(=O)NCc2ccc(-n3cccn3)cc2)c(C)c1[N+](=O)[O-]	-16	4.0	-2	0	4.5	5	-6	3	0.9	1.0	-13
COc1ccccc1N1CCC(N2CCN(CC(C)(C)C)C(CCO)C2)CC1 (stereo not drawn)	-19	3.9	0	-3	3.4	68	-3	-5	0.5	-0.3	1
COc1ccc(-c2nnn(CC(=O)N(CC(=O)NCCC(C)C)Cc3cccs3)n2)cc1OC	-27	0.2	-1	7	1.4	-3	5	2	0.0	0.6	0
C=CC[C@@H](CC(=O)NCCO)C(=O)NC[C@@H](OC(=O)[C@H](CC=C)CC(=O)OC(C)(C)C)c1ccccc1	7	0.7	-6	-3	0.2	-4	0	-1	-0.5	2.1	5
Cc1cc(C)n(CC(O)CN(c2cccc([N+](=O)[O-])c2)S(=O)(=O)c2ccccc2)n1 (stereo not drawn)	3	-1.0	-1	-1	/	-9	7	-1	-1.7	2.7	-6
Cc1ccc(Cl)cc1NC(=S)N(Cc1cccs1)C1CCCC1	12	1.4	-4	-4	-2.8	53	1	-4	0.2	-1.9	1
Cc1c(NC(=O)C(C)OC(=O)CC2Sc3ccccc3NC2=O)c(=O)n(-c2ccccc2)n1C (stereo not drawn)	-12	-0.5	1	-6	2.3	68	3	4	-1.4	-0.7	-5
COC(=O)C1C2C=CC3(CN(CC4CCCO4)C(=O)C13)O2 (stereo not drawn)	22	1.9	-1	8	2.9	-28	5	8	-0.7	-1.0	14
COc1ccc(N2CCN(C(=O)c3cccc(F)c3)CC2)c([N+](=O)[O-])c1	8	4.8	6	-6	1.6	7	2	-3	-1.7	0.5	-3
O=C1OCCC1Sc1nc2ccccc2[nH]1 (stereo not drawn)	-24	1.3	0	5	2.3	-22	-9	1	-2.2	0.5	2
C#CCn1c(=NC(=O)c2cccs2)sc2cccc(OC)c21	-9	-0.3	-4	4	0.9	-9	-6	-1	-0.9	-0.1	-1
COc1cccc(-c2cc(C(=O)Nn3cnnc3)c3ccccc3n2)c1	-13	2.4	5	9	0.2	-3	5	7	0.8	1.5	0
Cn1c2ccccc2c2c(C(=O)NCc3ccco3)cn(C3CCCCC3)c(=O)c21	0	2.1	-1	-2	1.0	-13	4	3	-1.9	-0.1	-5
CCO[C@@H]1OC(C(=O)NC2CC2)=C[C@H](c2ccc3c(c2)OCO3)[C@H]1CCCO	4	-1.4	-1	-15	1.6	4	11	-2	-0.6	-0.2	-12
O=C(O)c1[nH]c2ccccc2c1C=NCc1ccccc1Cl	-1	4.0	0	-8	4.1	11	2	3	3.0	-0.4	-9
O=C(O)C1CCN(S(=O)(=O)c2cccnc2)CC1	8	1.6	-2	-11	1.4	3	0	8	-0.1	-0.6	0
O=S(=O)(Nc1cccnc1)c1ccc(Cl)cc1	-10	3.6	-10	1	2.6	43	-9	-5	-2.2	1.3	8
CC1(Br)C2CCCC1C2S(=O)(=O)c1ccccc1 (stereo not drawn)	4	3.4	-3	-14	2.7	40	1	-1	-1.6	-3.1	0
CCC1ON(c2ccccc2)C2c3nc4ccccc4n3CC12 (stereo not drawn)	14	5.8	0	-1	-0.2	-16	-5	-2	0.3	0.4	-5
Nc1ccc(NS(=O)(=O)c2ccccc2)cc1	1	3.7	-1	3	5.0	458	5	0	-0.3	-0.5	10
CCOc1ccc(C(=O)OCC(=O)NCC2CCCO2)cc1 (stereo not drawn)	-16	4.0	-4	-5	2.0	-1	-16	2	4.2	-1.1	1
CCc1nc(SCC(=O)Nc2ccccc2C)n[nH]1	-3	2.9	-1	-4	1.3	-6	0	0	3.0	0.1	-7
COc1ccc(CNC(=O)CCS(=O)(=O)c2cc3c(cc2Cl)NC(=O)CO3)cc1	-4	2.5	1	-1	1.3	3	0	4	-2.0	3.6	5
Cc1occc1C(=O)NNC(=O)NC12CC3CC(CC(C3)C1)C2	-2	-0.2	0	3	4.2	-7	6	1	0.3	0.0	-8
Cc1nc(C)c(C(=O)NNC(=O)c2ccc(Br)cc2)s1	-21	2.1	1	5	3.4	-12	1	-1	0.4	0.0	2
CC1CCC2(CC1)NC(=O)N(CC(=O)Nc1ccc(F)cc1)C2=O (stereo not drawn)	16	4.0	-1	-8	1.7	-8	-12	-4	-0.3	-0.3	-7
CC1(C)SC(=S)N(/N=C/c2cccnc2)C1N(O)C(=O)NC1CCCCC1 (stereo not drawn)	-15	5.0	1	-1	1.4	5	6	-6	-0.5	1.0	-4
CC(C)N1CCC(N2CCN(Cc3cnc(-c4ccccc4)s3)CC2CCO)CC1 (stereo not drawn)	-3	-0.2	-2	2	3.8	2	3	1	-0.9	-1.1	3
CCN(CC(=O)NCc1ccc2c(c1)OCO2)S(=O)(=O)c1ccc(F)cc1	-9	2.5	-4	6	3.7	132	-3	3	1.6	0.2	0
COc1cccc2c(=O)c(C(=O)NCCc3ccccc3)c[nH]c12	6	/	3	-2	0.4	/	-2	-1	/	1.9	1

Looked up by structure from the list above:
SMILES	HTR5A inv ag	AddAB inh	DAGLB inh	PKA-R2B activ	phage Ecoli inh	SUMO Mot1 rescue	Tat transport	HTR5A ag ctr	E coli growth	CDK5 inh	PKA-R1A activ
CC(C)N1CCC(N2CCN(Cc3cnc(-c4ccccc4)s3)CC2CCO)CC1 (stereo not drawn)	-3	-0.2	-2	2	3.8	2	3	1	-0.9	-1.1	3
COc1ccc(CNC(=O)CCS(=O)(=O)c2cc3c(cc2Cl)NC(=O)CO3)cc1	-4	2.5	1	-1	1.3	3	0	4	-2.0	3.6	5

The listing continues:
SMILES	HTR5A inv ag	AddAB inh	DAGLB inh	PKA-R2B activ	phage Ecoli inh	SUMO Mot1 rescue	Tat transport	HTR5A ag ctr	E coli growth	CDK5 inh	PKA-R1A activ
CC(C)OC(=O)CSc1nc(N)c(C#N)cc1C#N	-3	1.6	-1	2	4.7	1	-3	1	1.5	-0.1	-2
O=C(NCc1ccncc1)C12CC3CC(CC(C3)C1)C2	-5	1.8	1	-1	1.4	/	3	-4	-2.0	-0.4	2
O=C1N[C@H](Cc2ccccc2)COC(=O)[C@H](Cc2ccc(F)cc2)CC/C=C/C[C@H]1CC(=O)N(CCO)Cc1ccccc1	10	-0.6	2	-5	-1.4	25	-9	4	-1.4	-0.8	5
COc1cccc(/C=C/C(=O)OCC(=O)NC(=O)NC2CCCC2)c1	0	-0.9	3	4	3.5	-3	0	0	-3.2	-0.4	-1
CC1(COS(N)(=O)=O)CCCCC1	-17	4.4	-1	-11	/	-7	0	3	1.1	0.6	-5
Cc1cc(C)n(C(=O)CCNC(=O)c2ccccc2Cl)n1	7	4.9	1	-7	3.3	17	-5	-1	2.2	-2.1	3
C=CCOC(=O)C1=C(C)NC(=O)NC1C1CC=CCC1 (stereo not drawn)	-2	-1.6	0	5	0.6	15	2	-2	0.9	-0.5	1
CC(=O)c1cn(CC(=O)Nc2ccc(C)cc2C)c2ccccc12	-12	8.8	-3	2	4.1	/	2	2	0.3	2.0	-3
COc1ccc(-c2csc(N3CCN(C(=O)c4ccco4)CC3)n2)cc1	-7	4.9	1	-6	-0.6	0	7	3	2.7	0.4	-6
CCOC(=O)c1sc2nc(C)nc(SCC(=O)N(C)C3CCS(=O)(=O)C3)c2c1C (stereo not drawn)	17	1.3	-4	5	3.6	4	-1	1	-0.9	0.8	2
CN(C(=O)c1ccc(OC2CCN(C(=O)c3cccnc3)CC2)cc1)C1CCCCC1	-5	-0.5	-1	-10	2.3	1	1	2	-0.2	-1.2	3
Cc1cccc(-c2noc(CN(C(=O)c3ccc(Br)o3)C(C)C)n2)c1	-6	2.9	-15	-9	1.5	1	13	2	2.0	-0.3	-4
C/C(=N\NC(=O)COc1c(C)cccc1C)c1cccs1	12	2.8	1	-2	2.1	4	-6	-4	1.9	-1.4	-9
Cc1cc(C)nc(NCCC(=O)O)n1	-15	4.0	-2	0	4.0	15	-5	6	-3.2	-0.7	-1
Cc1ccc(-c2cc(C(=O)N/N=C/c3ccoc3)c3ccccc3n2)cc1	-3	/	-3	-2	2.4	-3	-2	1	/	-1.2	-14
COc1ccc2nc(Cl)c(C#N)cc2c1	7	3.3	0	-1	3.8	151	-6	-4	-0.3	-0.3	-7
CCOC(=O)N1CCN(C(=O)C(C)(C)Oc2ccc(Cl)cc2)CC1	-14	1.3	-5	-6	-0.1	-27	-2	5	0.3	-0.2	-4
COc1ccc(NC(=O)C2CCN(S(=O)(=O)c3ccc(OC)c(OC)c3)CC2)cc1	-29	1.4	-2	-5	0.5	-1	-10	7	-2.0	8.2	-3
Cc1ccc2c(c1)N(C(=O)NC1CCCCC1)C(C)(C)CC2C (stereo not drawn)	8	0.7	0	-7	4.0	44	8	3	2.9	0.7	4
O=C(NCCCC1CCCC1)C1CCC(=O)N(Cc2ccc(Cl)cc2)C1 (stereo not drawn)	-1	2.5	-2	-8	1.2	-17	15	3	0.3	-1.2	3
COc1cc(/C=N/NC(=O)c2ccoc2C)cc(OC)c1O	-16	1.1	-5	1	1.3	342	-1	2	-1.8	0.3	12
CN(Cc1ccco1)S(=O)(=O)c1nnc(NC(=O)c2ccccc2)s1	31	5.6	-1	4	/	4	2	3	0.0	0.1	-6
N#Cc1ccc(/C=C/C(=O)c2ccco2)cc1	4	1.0	0	0	2.0	718*	0	-6	1.1	0.9	-9
CC(C)Oc1nc(-c2ccccc2Cl)nc2ccccc12	-16	-0.1	-5	-7	0.0	5	13	-4	0.3	-1.1	-1
NC(=O)c1cc2c3ccccc3ccn2c1-c1ccccc1	-4	0.2	11	-6	0.2	5	2	1	-0.3	0.2	-3
COCCNC(=S)N/N=C(\C)c1ccc(OC(F)F)cc1	6	0.9	0	2	1.2	5	-7	9	-1.2	-1.1	-11
Cc1cc(NCCCN2CCOCC2)n2ncc(-c3ccccc3)c2n1	-12	3.2	0	-8	-2.0	159	12	-5	-1.4	0.6	-5
NC1=NC(=Nc2ccc(Br)cc2)c2ccccc21	5	0.4	2	7	4.6	7	2	-2	2.6	-2.0	3
CC(C)(C)C(=O)COC(=O)c1ccc(N)c([N+](=O)[O-])c1	-5	1.6	-3	-4	4.3	-3	-6	2	-1.5	2.0	8
CCCC(=O)Nc1ccc(-c2ccc(NC(=O)CCC)cc2)cc1	-17	1.4	-2	3	5.6	2	-4	5	0.8	1.6	-4
O=C(CNC1CCCCC1)Nc1ccc(Cl)cc1	-11	2.5	-1	4	4.6	-4	-9	-3	2.5	0.5	-2
